Assay outcomes: PubChem, Emory University Molecular Libraries Screening Center
14-3-3g Raf – alters human 14-3-3 gamma binding to Raf peptide. P61981. FP, 14-3-3gamma / TMR-pS259-Raf peptide binding. inhibition, % at 40 µM. 160,000 tested, 0.19% active; in the data active = inhibition above about 30%;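 note: 0% = protein plus tracer without compound and 100% = blank with tracer alone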
Target sequence (P61981 whole entry, looked up): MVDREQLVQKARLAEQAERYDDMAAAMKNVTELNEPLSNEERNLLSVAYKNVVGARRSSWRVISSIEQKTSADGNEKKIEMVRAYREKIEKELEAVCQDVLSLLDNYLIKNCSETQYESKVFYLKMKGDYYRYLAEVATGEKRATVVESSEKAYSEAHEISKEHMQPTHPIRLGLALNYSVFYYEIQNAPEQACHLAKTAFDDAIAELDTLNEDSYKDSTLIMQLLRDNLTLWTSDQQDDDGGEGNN
Starred values were filed as active, the others as inactive; & = joins results of further samples. A portion of the library; rates above refer to the full screens.

| SMILES | 14-3-3g Raf |
| --- | --- |
| Nc1c(C(=O)NCc2ccco2)c2nc3ccccc3nc2n1CCN1CCCCC1 | -167 |
| CCC(C)N1CCN(Cc2ccccc2[N+](=O)[O-])CC1 (stereo unspecified) | -5 |
| C=CCOC(=O)C1=C(N)OC(C)=C(C(=O)OC(C)(C)C)C12C(=O)Nc1ccccc12 (stereo unspecified) | 3 |
| COc1ccc(C=Cc2nc3ccccc3c(=O)n2-c2cc(Cl)ccc2OC)cc1 | -1 |
| Cc1nn(-c2ccccc2)c2c1C(c1ccc3c(c1)OCO3)SCC(=O)N2 (stereo unspecified) | 1&-3 |
| CCCC12CN3CC(C)(CN(C1)C3c1cccnc1)C2=O (stereo unspecified) | -3 |
| O=P1(Nc2ccc(F)cc2)COc2ccccc2OC1 | -14 |
| Cc1ccc2nsnc2c1-n1c(C)nc2ccccc2c1=O | -10 |
| C=CCn1c(O)c(C(CC)=Nc2ccccc2NC(C)=O)c(=O)[nH]c1=O | 2 |
| O=C(Nc1cccc(OC(=O)N2CCCCC2)c1)N1CCCCC1 | -4 |
| O=c1c2ccccc2[nH]c(=S)n1-c1ccc(C(F)(F)F)cc1 | -2 |
| CCCC(=O)C1C(=O)NC(=O)NC1=O | -1 |
| COc1cccc(CNC2CN3CCC2CC3)c1OC (stereo unspecified) | -1 |
| Nc1c(C(=O)NC2CCCC2)c2nc3ccccc3nc2n1CC1CCCO1 (stereo unspecified) | -4 |
| CC(C)(C)C(=O)C(Oc1ccc(Cl)cc1)n1cncn1 (stereo unspecified) | 1 |
| CC(C)NS(=O)(=O)c1ccc(OCC(=O)N2CCN(Cc3ccccc3)CC2)cc1 | -3 |
| CCC(=NC1CCN(Cc2ccccc2)CC1)c1c(O)[nH]c(=O)[nH]c1=O | -4 |
| CCCCN1C(=O)NC(=O)C2(Cc3ccccc3N3CCOCC32)C1=O (stereo unspecified) | -1 |
| O=c1[nH]c(=O)n(Cc2ccccc2)c(O)c1C=Nc1ccc(CN2CCOCC2)cc1 | -28 |
| CN1CC[C@@]23CCCC[C@@H]2[C@@H]1Cc1ccc(O)cc13 | 3 |
| CC1=C(C(=O)Nc2ccccc2)SCCO1 | 11 |
| NC(CP(=O)(O)O)C(=O)O (stereo unspecified) | -9 |
| NCCNc1ccc([N+](=O)[O-])c2cccnc12 | -2 |
| CC1CCCCN1CC(=O)c1ccc2cc[nH]c2c1 (stereo unspecified) | -26 |

Some of these compounds in order of molar mass, ascending:
| SMILES | 14-3-3g Raf |
| --- | --- |
| NC(CP(=O)(O)O)C(=O)O (stereo unspecified) | -9 |
| NCCNc1ccc([N+](=O)[O-])c2cccnc12 | -2 |
| CN1CC[C@@]23CCCC[C@@H]2[C@@H]1Cc1ccc(O)cc13 | 3 |
| CCCCN1C(=O)NC(=O)C2(Cc3ccccc3N3CCOCC32)C1=O (stereo unspecified) | -1 |

Continuation:
| SMILES | 14-3-3g Raf |
| --- | --- |
| Cc1nc2ccccc2c(=O)n1-c1cccc(O)c1 | -6 |
| COC(=O)c1ccc(N2C(=O)CC(N3CCC(n4c(=O)[nH]c5ccccc54)CC3)C2=O)cc1 (stereo unspecified) | -4 |
| COC(=O)C(O)(c1ccc(NC(=O)c2ccco2)c(OC)c1)C(F)(F)F (stereo unspecified) | -2 |
| NC1CCCCC1N=Cc1c(O)n(Cc2ccc(F)cc2)c(=O)[nH]c1=O (stereo unspecified) | -6 |
| CCOC(=O)c1c(NC(=O)C23CC4CC(CC(C4)C2)C3)sc2c1CCCC2 | -2 |
| C[N+]1(C)C2CCC1CC(OC(=O)c1c[nH]c3ccccc13)C2 (stereo unspecified) | 7 |
| Nc1ccc2c(c1)oc1ccccc12 | 0 |
| Cc1cc(Br)ccc1N1C(=O)CC(=O)NC1=O | -1 |
| O=c1[nH]ncc(N2CCOCC2)c1Cl | -6 |
| COc1ccc(Br)cc1CN1CCN(Cc2cccc(C)c2)CC1 | 0 |
| CC(C)(C)P(=O)(c1ccncc1)N1CCCC1 (stereo unspecified) | -2 |
| O=C(c1cc(-c2ccncc2)nc2ccccc12)N1CCC2(CC1)OCCO2 | -4 |
| c1ccc2c(CN3CCC(N4CCOCC4)CC3)c[nH]c2c1 | -14 |
| CCOC(=O)C(O)(c1ccc(N)c(OC)c1)C(F)(F)F (stereo unspecified) | -13 |
| COc1ccc(-n2c(O)c(C(C)=NCc3ccco3)c(=O)[nH]c2=O)cc1 | -7 |
| O=C(c1cc(-c2cccnc2)nc2ccccc12)N1CCC2(CC1)OCCO2 | 9 |
| CN1CCN(Cc2nc3ccc([N+](=O)[O-])cc3c(=O)n2-c2ccccc2F)CC1 | -15 |
| COC(=O)C1C2NC(=S)N(c3ccc(F)cc3)C1(C)Oc1c(OC)cc(Br)cc12 (stereo unspecified) | -1 |
| C=CCOC(=O)C1C2NC(=S)N(c3ccc(F)cc3)C1(C)Oc1c(OC)cccc12 (stereo unspecified) | 4 |
| O=C(CN1CC(c2ccccc2)CC1=O)NCc1ccc(F)cc1 (stereo unspecified) | 3 |
| O=C(CN1CCOCC1)c1ccc2cc[nH]c2c1 | 2 |
| CCCCOc1ccc(C2SCC(=O)Nc3c2c(=O)[nH]n3C(C)CC)cc1 (stereo unspecified) | 0 |
| Cc1cc(NC(=O)CCC(=O)N2CCC3(CC2)OCCO3)no1 | -8 |
| CCCN(CCC)C1CCc2ccc(O)cc2C1 (stereo unspecified) | 1 |
| CN(C)C1=C(C#N)C(c2ccccc2)=NP(N(C)C)(N(C)C)=N1 | -2 |
| CC(=O)Nc1ccc(OC(=O)N2CCCCC2)cc1 | 0 |
| O=c1c2ccccc2nc(C=Cc2ccccc2)n1-c1ccc(Br)cc1 | 10 |
| CC[C@@H](CO)NC(=O)[C@@H]1C=C2c3cccc4c3c(cn4C)C[C@H]2N(C)C1 | 24&2 |
| O/N=C1\CCC2CN(C3CCCCC3)CC2C1 (stereo unspecified) | -16 |
| CN1CCc2nc(SCC(=O)OC(C)(C)C)c(C#N)cc2C1 | -22 |
| CCSc1nnc([C@@H](N)Cc2c[nH]c3ccccc23)o1 | 3 |
| O=c1c2ccccc2nc(-c2ccccc2)n1-c1ccccc1 | 4 |
| CC(=O)Oc1ccc(OC(C)=O)c2c1C1(Cl)C(Cl)=C(Cl)C2(Cl)C1(Cl)Cl | 2 |
| O=C(Cc1ccccc1)OC(COCc1ccccc1)CN1CCOCC1 (stereo unspecified) | -7 |
| COc1ccc(-n2c(-c3ccccc3Cl)nc3ccccc3c2=O)cc1 | -1 |
| Cc1ccc(-n2c(O)c(C=NC3CCCCC3N)c(=O)[nH]c2=O)cc1C (stereo unspecified) | -9 |
| CCOC(=O)c1c(N=CC2C(=O)NC(=S)NC2=O)sc(C)c1C | -230 |
| N#CC(C#N)=Cc1ccc(O)c(O)c1 | 2 |
| CCCNC(=O)N1C2CCC1CC(O)(c1cccnc1)C2 (stereo unspecified) | -7 |
| O=C(NCc1ccc(C(=O)N2CCC3(CC2)OCCO3)cc1)c1ccc2c(c1)OCO2 | -1 |
| Cc1cccc(C)c1OC(=O)Cc1ccccc1 | -28 |
| O=C(CN1CC(c2ccccc2)CC1=O)Nc1cccc(F)c1 (stereo unspecified) | 3 |
| CCCC1=C(C(=O)OCC)C2(C(=O)Nc3ccccc32)C(C(=O)OCC)=C(N)O1 (stereo unspecified) | -2 |
| O=C(C1CC(c2ccc(Cl)c(Cl)c2)=NO1)N1CCC2(CC1)OCCO2 (stereo unspecified) | -8 |
| Nc1c(C(=O)OC2CCCCC2)c2nc3ccccc3nc2n1CC1CCCO1 (stereo unspecified) | -7 |
| O=[N+]([O-])c1ccc(N2CCCC2)c2ccccc12 | -4 |
| Cc1ccc(-n2c(C=Cc3cccc(F)c3)nc3ccccc3c2=O)cc1C | 2 |
| CCC(=O)OC1(c2cccc(C)c2)CC(C)N(C)CC1C (stereo unspecified) | 9 |
| COc1ccc(-n2c(C=Cc3cccc(F)c3)nc3ccccc3c2=O)cc1 | 1 |
| CCc1nc2ccccc2c(=O)n1-c1ccc2ccccc2c1 | 4 |
| COC(=O)c1c(C)[nH]c(C(=O)C(Cc2ccccc2)N(C)C)c1C (stereo unspecified) | -1 |
| O=C(Cc1ccccc1)OCCN1CCOCC1 | -7 |
| CSc1cccc(NC(=O)CN2C(=O)C(C)N=C(c3ccccc3)c3ccccc32)c1 (stereo unspecified) | -3 |
| COc1ccc(C=Cc2nc3ccccc3c(=O)n2-c2ccc(C)cc2)cc1O | -3 |
| S=C=Nc1cccc(C2(N3CCCCC3)CCCCC2)c1 | -1 |
| O=c1c2ccccc2nc(CSc2ncnc3nc[nH]c23)n1-c1ccccc1 | -11 |

Carrying on.
| SMILES | 14-3-3g Raf |
| --- | --- |
| CC(C(N)=O)N1CC(c2ccccc2)CC1=O (stereo unspecified) | 4 |
| O=C(c1cc2ccccn2n1)N1CCC2(CC1)OCCO2 | 4 |
| NC(CCP(=O)(O)O)C(=O)O (stereo unspecified) | -5 |
| CSc1ccc(CN2CCN(Cc3ccc(F)cc3)CC2)cc1 | 11 |
| Cc1cccc(NC2=NCCCS2)c1C | -3 |
| CCCCn1c(=O)c(C(=O)NCCc2ccccc2)c(O)c2ccccc21 | 0 |
| CCc1ccc(CN2CCN(Cc3cccc(OC)c3)CC2)cc1 | -7 |
| CON(C)C(=O)Nc1ccc(Cl)cc1 | 2 |
| c1ccc(C2CC2)c(OCC2=NCCN2)c1 | -1 |
| COc1cccc(-n2c(=S)[nH]c3ccc(Br)cc3c2=O)c1 | -2 |
| O=C(CN1CCCC1=O)N1CCOCC1 | -3 |
| O=[N+]([O-])c1ccc(NCCCN2CCOCC2)c2cccnc12 | -6 |
| CC(=NCc1ccc2c(c1)OCO2)c1c(O)n(C)c(=O)n(C)c1=O | -9 |
| CN1CCN(c2nccc3c2ncn3C)CC1 | 8 |
| Nc1ccc(Br)cc1C(=O)c1ccccc1Cl | -5 |
| COC(=O)C1C2c3ccccc3OC1(C)N=C1SCC(=O)N12 (stereo unspecified) | -1 |
| Cc1cnn(C2CCN(C)CC2)c1N | -8 |
| O=c1c2ccccc2nc(C=Cc2ccccc2)n1-c1ccccc1F | -5 |
| CCC1(C)CC(CCNCc2ccccc2O)(c2ccc(F)cc2)CCO1 (stereo unspecified) | 5 |
| O=C(c1ccc(N2CC3CC(C2)c2cccc(=O)n2C3)c([N+](=O)[O-])c1)N1CCCCC1 (stereo unspecified) | 4 |
| NC(=O)c1cc(N2CC2)c([N+](=O)[O-])cc1[N+](=O)[O-] | -5 |
| O=C(c1cc(-c2ccccc2)nc2ccccc12)N1CCC2(CC1)OCCO2 | -2 |
| Cc1nc2cc([N+](=O)[O-])ccc2c(=O)n1-c1ccc(Cl)cc1 | -9 |
| CCCCOC(=O)COc1cc(C)cc2oc(=O)c3c(c12)CCC3 | 1 |
| Cc1ccc(OCC(=O)Nc2ccc(Cl)cc2C(=O)c2ccccc2)cc1C | -6 |
| CC(C)OC(=O)c1c(N)n(CC2CCCO2)c2nc3ccccc3nc12 (stereo unspecified) | -7 |
| COc1ccc(CC2C(=O)N(C)C(=O)N(C)C2=O)c(OC)c1 | 0 |
| O=c1c2cc(Cl)ccc2nc(C[n+]2ccccc2)n1-c1ccc([N+](=O)[O-])cc1 | -21 |
| CC1N=C(c2ccccc2)c2cc(Cl)ccc2N(CC(=O)Nc2ccccc2C(F)(F)F)C1=O (stereo unspecified) | 15 |
| O=C(c1cc2ccccc2oc1=O)N1CCC2(CC1)OCCO2 | 1 |
| CC(C)OCCCNC(=O)c1c(N)n(Cc2cccs2)c2nc3ccccc3nc12 | -2 |
| CCOC(=O)C1C2NC(=S)N(c3ccccc3)C1(C)Oc1ccc(Br)cc12 (stereo unspecified) | -10 |

Given as labelled records: part of the list above
molecule: CC(C)OCCCNC(=O)c1c(N)n(Cc2cccs2)c2nc3ccccc3nc12
  14-3-3g Raf: -2

molecule: COc1ccc(CC2C(=O)N(C)C(=O)N(C)C2=O)c(OC)c1
  14-3-3g Raf: 0

molecule: CCOC(=O)C1C2NC(=S)N(c3ccccc3)C1(C)Oc1ccc(Br)cc12 (stereo unspecified)
  14-3-3g Raf: -10

(continued)
| SMILES | 14-3-3g Raf |
| --- | --- |
| O=C(c1cn(Cc2ccccc2Cl)c2ccccc12)C(F)(F)F | -2 |
| COc1ccccc1CCNCc1ccccn1 | -7 |
| CCOc1ccc(N2C(=O)CC(=O)NC2=S)cc1 | -86 |
| C(#CCN1CCOCC1)COC/C=C/c1ccccc1 | -6 |
| Cn1c(=O)cc(OCC(=O)N2CCN(Cc3ccc4c(c3)OCO4)CC2)c2ccccc21 | -1 |
| Cc1cccc(-n2c(-c3cccnc3)nc3ccccc3c2=O)c1 | -6 |
| CCc1nc2ccccc2c(=O)n1-c1ccccc1[N+](=O)[O-] | 0 |
| COc1cccc(-n2c(C=Cc3ccc([N+](=O)[O-])o3)nc3ccccc3c2=O)c1 | -89 |
| Cc1c2cnn(CC(=O)N3CCC4(CC3)OCCO4)c(=O)c2c(C)n1Cc1ccccc1F | -12 |
| O=c1c2ccccc2nc(C=Cc2ccccc2F)n1-c1ccccc1F | -1 |
| O=[N+]([O-])c1cccc(CNCCc2ccccc2)c1 | 4 |
| CN1C(=O)N(C)C(=O)C2(Cc3ccccc3N3CCOCC32)C1=O (stereo unspecified) | 5 |
| NN=C(N)N | 0&1 |
| CCCC1=C(C(=O)OCc2ccccc2)C2(C(=O)Nc3ccccc32)C(C(=O)OCC)=C(N)O1 (stereo unspecified) | -13 |
| O=c1c2ccccc2nc(C=Cc2ccc(Br)cc2)n1-c1ccccc1O | -15 |
| O=c1c2ccccc2nc(-c2ccc([N+](=O)[O-])cc2)n1-c1cccc(I)c1 | 3 |
| CCC1(C)CC(CCNCc2ccc(OC)c(OC)c2)(c2ccc(C)cc2)CCO1 (stereo unspecified) | 5 |
| CN1C(=O)C(Cc2cccc3ccccc23)C(=O)N(C)C1=O | 6 |
| CC(C)(C)c1cc2c(c(C(C)(C)C)c1)Oc1cc(C#N)c(C#N)cc1O2 | 4 |
| Cc1c(N=Cc2c(O)n(CCc3ccc(F)cc3)c(=O)[nH]c2=O)c(=O)n(-c2ccccc2)n1C | -10 |
| CCOC(=O)C1C2NC(=S)N(c3ccc(C)cc3)C1(C)Oc1ccccc12 (stereo unspecified) | 4 |
| CCOc1ccc2[nH]c(=O)c(CN(CCO)C3(c4nnnn4C4CCCCC4)CCCCC3)cc2c1 | -6 |
| O=P1(Nc2cccnc2)COc2ccccc2OC1 | -9 |
| Cc1ccc(C(=O)Oc2cccc3cccnc23)cc1S(=O)(=O)N1CCOCC1 | -7 |
